# ATXN2 expr inh: reduces ATXN2 reporter expression in HEK-293 cells | HEK-293 ATXN2-luciferase reporter, luminescence, 24 h | Potency, µM (series often up to 57 µM), for inactives: top-dose activity change, negative = inhibition, hits mostly inhibitors | actives 0.72% (n = 360,000); note: potency is the fitted concentration of half-maximal effect; % is set by controls: 0 for no effect and ±100 for the full control effect; nearly all actives have a fitted effect of over 55% in size
#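 ATXN2-luciferase reporter cells (luciferase flanked by upstream and downstream ATXN2 gene portions) were treated 24 h at 37 °C with compounds at up to 57 uM. SteadyGlo luminescence gave expression; GF-AFC fluorescence gave viability.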
# MCF10A rerep: DNA re-replication induction in MCF 10a cells; MCF 10A DNA re-replication, Hoechst nuclear intensity, 48 h; Potency, µM (series often up to 46.1 µM), inactives show at the top dose activity, positive = re-replication, actives largely listed as activators; actives 2.9% (n = 350,000); AID 624296; note: potency is the fitted concentration of half-maximal effect; % of control where 0% means no effect; nearly all actives have a fitted effect of over 50% in size
# KB-3-1 cytotox: kills parental KB-3-1 adenocarcinoma cells; KB-3-1 viability, CellTiter-Glo ATP luminescence, 72 h; Potency, µM (top dose mostly 46.1 µM), for the others: at the top dose activity change, negative = cytotoxic, most hits filed as cytotoxic; actives 1.4% (n = 400,000); AID 1347075; note: potency is the fitted concentration of half-maximal effect; % is set by controls: 0 for no effect and ±100 for the full control effect; nearly all actives have a fitted effect of over 60% in size
#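 Parental KB-3-1 adenocarcinoma cells in phenol-red-free DMEM with 10% FBS were pin-treated with compounds at several concentrations, incubated 72 h at 37 °C, and viability read by CellTiter-Glo luminescence; concentration-effect curves were fitted after normalization.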
# SW480 rereplic: induces DNA re-replication in SW480 colon adenocarcinoma cells. SW480 DNA re-replication, Hoechst DNA content imaging, 48 h. Potency, µM (titrated, usually from 46.1 µM), for inactives: at the highest dose re-replication activation, hits mostly activators. actives 1.8% (n = 340,000); note: potency is the fitted concentration of half-maximal effect; % of control where 0% means no effect; nearly all actives have a fitted effect of over 55% in size
#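 Per well, 250 cells were exposed to pinned compound for 48 hr. Nuclear DNA was visualised with Hoechst (40 min, 37 C) and total object intensity recorded by fluorescence scanning.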
# S2 tox: reduces viability in counter-screen for ATXN expression inhibitors | S2 cells (HEK-293 line with an ATXN2-luciferase reporter) viability, CellTiter-Fluor protease fluorescence, 24 h | Potency, µM (series often up to 56.7 µM), usual class: cytotoxic | actives 0.49% (n = 400,000); note: potency is the fitted concentration of half-maximal effect; nearly all actives have a fitted effect of over 40% in size
# HT1080NT lethal: kills 2HG-producing HT-1080-NT fibrosarcoma cells. Potency, µM (titrated, usually from 46.1 µM), for inactives: at the top dose activity, negative = less viability, hits mostly cytotoxic. actives 1.6% (n = 360,000). HT-1080-NT fibrosarcoma viability, CellTiter-Glo ATP luminescence, 48 h. AID 686970;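 note: NT is the 2HG producing partner of a matched IDH1 knockdown line; potency is the fitted concentration of half-maximal effect; 0% = DMSO-treated cells and -100% = media-only wells without cells; nearly all actives have a fitted effect of over 55% in size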
#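 Luminescent CellTiter-Glo readout after 48 hours of compound exposure at 37 degrees C defined viability of HT-1080-NT cells. Activity was normalized to DMSO wells and cell-free media wells; concentration-response curves were fitted and assigned curve classes.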
# IL1B secr inh: blocks inflammasome-driven IL-1 beta release; actives 4.7% (n = 360,000); activity change, % at 57.5 µM; THP-1 LPS/ATP IL-1B secretion, AlphaLISA, 16 h; active compounds read low; in the data active = activity change below about -50%; inconclusive = mostly about -30% to -49%; note: % is set by controls: 0 for no effect and ±100 for the full control effect
#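 THP-1 cells pretreated 1 hr with compounds (up to 57.5 uM final), then stimulated with LPS (250 ng/mL final) plus ATP (1.25 mM final); secreted IL-1B measured by AlphaLISA after 16 hr, decreased signal indicating inhibition.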
# HT1080 IDH1KD tx: HT-1080 IDH1 knockdown cell toxicity (counter line); Potency, µM (series often up to 46.1 µM), for the others: at the top dose activity, negative = toxicity, usual class: cytotoxic; AID 686971; HT-1080 IDH1 knockdown viability, ATP luminescence, 48 h; actives 2% (n = 360,000);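 note: potency is the fitted concentration of half-maximal effect; 0% = DMSO wells and -100% = cell-free medium wells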
#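 HT-1080-IDH1KD cells (IDH1 knocked down), 750/well in RPMI with 5% FBS, treated with compound 48 h at 37 degrees C. Viability by CellTiter-Glo luminescence, normalised to DMSO and no-cell wells; concentration-response curves classed.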
# HepG2 tox: kills HepG2 cells in TGF-b inhibitor counter-screen. actives 0.76% (n = 410,000). Potency, µM (top dose mostly 46.1 µM), without a hit: top-dose activity change, negative = cytotoxicity, actives largely listed as cytotoxic. HepG2 CAGA-GFP viability, ATP luminescence, 18 h; note: potency is the fitted concentration of half-maximal effect; some results filed as inactive show a strong effect at the top dose
#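 CellTiter-Glo luminescence gave cytotoxicity after 18 hours at 37 degrees C. The cells were HepG2 CAGA-GFP in 1% FBS DMEM, stimulated with 500 pg/mL TGF-beta after compound addition. %Activity was normalised to no-cell wells (complete cell-killing) and DMSO (no toxicity), and curves were fitted and classified.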
# * hit, by the source's call; i = inactive; ? = inconclusive; . = no result given; & = joins results of further samples; [ ] = dose if it differs, or a comment. Unless noted, calls come from the whole dose curve; as a rule, active = well fitted curve in the direction sought with a large enough effect; inconclusive = small, poorly fitted or top-dose-only effect, or another doubt; inactive = no such curve, though single readings can be large; an effect the other way counts as inactive or inconclusive. Compounds were not picked by outcome; any-hit rate near 8.9%.
# Every second line gives: ATXN2 expr inh	MCF10A rerep	KB-3-1 cytotox	SW480 rereplic	S2 tox	HT1080NT lethal	IL1B secr inh	HT1080 IDH1KD tx	HepG2 tox
CCOC(=O)c1ccc(NC(=O)CCS(=O)(=O)c2ccc3c(c2)oc(=O)n3C)cc1
→ 13%	.	22%	.	i	.	.	.	-16%
Cc1cc(F)ccc1S(=O)(=O)Nc1ncnc2sc3c(c12)CCC3
→ 0%	0%	-13%	-4%	i	-15%	29	-15%	-9%
CC1CCN(S(=O)(=O)c2cccc(C(=O)Nc3nccs3)c2)CC1
→ -7%	6%	-29%	-5%	i	-4%	-2	-3%	-16%
C#Cc1cccc(C(=O)N2CCCC(Nc3cccc(F)c3)C2)c1 (configuration not stated)
→ 4%	-22%	16%	-4%	i	3%	-16	-12%	-17%
CCN1CCN(S(=O)(=O)c2cccc([N+](=O)[O-])c2)CC1
→ -1%	2%	5%	-9%	i	7%	36	2%	21%
O=C(COC(=O)c1ccc(S(=O)(=O)N2CCCC2)cc1)Nc1cccc(Cl)c1
→ 9%	-7%	19%	0%	i	2%	-9	6%	-13%
COc1cc(CN2C(=O)C(C)ON=C2c2ccccc2F)cc(OC)c1 (configuration not stated)
→ 20%	.	10%	.	i	3%	26	10%	-12%
CC(NC(=O)C1CCN(S(=O)(=O)c2ccc3nc4c(c(C(=O)O)c3c2)CCCC4)CC1)c1ccccc1 (configuration not stated)
→ -2%&5%	-1%	7%&5%	-2%	i	-6%	24	5%	-7%&-23%
Cc1cccc(C)c1NC(=O)C1CCCN1C(=O)NCc1ccccc1 (configuration not stated)
→ 10%	0%	4%	-4%	i	12%	15	7%	-2%
Cc1ccc(C)c(N2CCN(CCCNC(=O)Nc3cc(Cl)ccc3C)CC2)c1
→ 1%	.	7%	.	i	.	.	.	-9%
COc1cc(CC(=O)OCC(=O)Nc2cc(S(=O)(=O)N3CCCC3)ccc2Cl)cc(OC)c1OC
→ .	9%	11%	-8%	.	15%	-1	10%	-14%
O=c1c2[nH]c3cccc(Cl)c3c2ncn1CC1CCCO1 (configuration not stated)
→ 17%	-1%	21%	-11%	i	2%	43	-8%	-9%
O=c1nc2n(c3c4c(sc13)CCC4)CCC2
→ 2%	3%	6%	-1%	i	11%	14	20%	-8%
Cc1ccc(S(=O)(=O)N(CC(=O)N2CCc3ccccc3C2)c2ccc(Cl)c(Cl)c2)cc1
→ 2%	9%	-3%	?	i	0%	?	-10%	-40%
COc1ccc(S(=O)(=O)n2nc(C)c(S(=O)(=O)N3CCCCCC3)c2C)cc1
→ 12%	.	16%	.	i	.	.	.	7%

# Single records, from the list above.
# Entry for Cc1cccc(C)c1NC(=O)C1CCCN1C(=O)NCc1ccccc1 (configuration not stated) : ATXN2 expr inh = 10%; MCF10A rerep = 0%; KB-3-1 cytotox = 4%; SW480 rereplic = -4%; S2 tox = i; HT1080NT lethal = 12%; IL1B secr inh = 15; HT1080 IDH1KD tx = 7%; HepG2 tox = -2%
# Entry for COc1cc(CC(=O)OCC(=O)Nc2cc(S(=O)(=O)N3CCCC3)ccc2Cl)cc(OC)c1OC : ATXN2 expr inh = .; MCF10A rerep = 9%; KB-3-1 cytotox = 11%; SW480 rereplic = -8%; S2 tox = .; HT1080NT lethal = 15%; IL1B secr inh = -1; HT1080 IDH1KD tx = 10%; HepG2 tox = -14%

# More records follow:
# Every second line gives: ATXN2 expr inh	MCF10A rerep	KB-3-1 cytotox	SW480 rereplic	S2 tox	HT1080NT lethal	IL1B secr inh	HT1080 IDH1KD tx	HepG2 tox
O=C1/C(=C/c2ccncc2)SC(=S)N1Cc1ccccc1
→ -31%	?	?	?	i	23µM*	-82*	18µM*	-46%
CCN(CC)Cc1c(O)ccc2c1O/C(=C\C=C\c1ccccc1)C2=O
→ -10%	?	18%	?	i	?	-14	?	-19%
CC1(C)C(=O)C2(CCCCC2)C(=O)OC1C(=O)c1ccccc1 (configuration not stated)
→ 1%	-1%	25%	-98%[inhibitor]	i	-5%	16	0%	0%
N#Cc1c2n(c(=S)n(-c3ccccc3)c1=O)CCCCC2
→ -4%	-7%	-4%	-4%	i	-8%	43	-2%	0%
O=C(CN1CCCc2ccccc21)N/N=C/c1c(O)ccc2ccccc12
→ ?	?	?	?	?	?	50	?	-14%
COC(=O)c1cc(OC)c(OC)cc1NC(=S)N1CCN(c2ccccc2)CC1
→ 2%	-1%	-10%	-5%	i	0%	-5	-6%	-14%
O=C(CCS(=O)(=O)c1cccc2nsnc12)N1CCN(c2ccccc2F)CC1
→ 40%[activator]	1%	7%	1%	i	?	0	6%	-6%
O=C(C(=O)N1CCN(Cc2ccccc2)CC1)c1c[nH]c2ccccc12
→ 0%	-9%	22%	0%	i	2%	-5	2%	4%
Cc1nc(S(=O)(=O)N2CCN(c3ccc(Cl)cc3)CC2)cn1C
→ -1%	.	5%	.	i	.	.	.	-10%
O=C(NCCN1CCOCC1)c1ccc2c(c1)N(Cc1ccccc1)C(=O)c1ccccc1S2
→ -17%	?	2%	-12%	i	-2%	-8	-9%	-7%
CC(NCc1cccs1)C(=O)Nc1cc(Cl)cc(Cl)c1 (configuration not stated)
→ -17%	0%	1%	-7%	i	-7%	-2	-18%	-28%
COc1ccc(OCC(=O)NCc2n[nH]c(=O)c3ccccc23)cc1
→ -12%	20%	2%	?	i	7%	15	-2%	9%
Cc1cc(=O)c2ccc(NC(=O)c3ccccc3)cc2[nH]1
→ .	.	5%	.	i	28%	-15	22%	15%
COc1cccc(N(Cc2nnc3n2CCCCC3)C(=O)Nc2cccc(Cl)c2)c1
→ 4%	.	23%	.	i	.	.	.	-12%
Cc1cccc(C(C)C)c1NC(=O)c1ccc2c(c1)CCCN2S(C)(=O)=O
→ -16%	.	0%	.	i	.	.	.	1%

# 3 structures from above, ordered by SMILES length, rising.
# Every second line gives: ATXN2 expr inh	MCF10A rerep	KB-3-1 cytotox	SW480 rereplic	S2 tox	HT1080NT lethal	IL1B secr inh	HT1080 IDH1KD tx	HepG2 tox
O=C1/C(=C/c2ccncc2)SC(=S)N1Cc1ccccc1
→ -31%	?	?	?	i	23µM*	-82*	18µM*	-46%
Cc1cccc(C)c1NC(=O)C1CCCN1C(=O)NCc1ccccc1 (configuration not stated)
→ 10%	0%	4%	-4%	i	12%	15	7%	-2%
O=C(NCCN1CCOCC1)c1ccc2c(c1)N(Cc1ccccc1)C(=O)c1ccccc1S2
→ -17%	?	2%	-12%	i	-2%	-8	-9%	-7%

# Next part:
# Every second line gives: ATXN2 expr inh	MCF10A rerep	KB-3-1 cytotox	SW480 rereplic	S2 tox	HT1080NT lethal	IL1B secr inh	HT1080 IDH1KD tx	HepG2 tox
COCCCN=Cc1c(C)[nH]n(-c2ccc(Br)cc2Br)c1=O
→ -5%	20%	27%	0%	i	-5%	3	6%	-9%
COc1ccc(OC)c(CNS(=O)(=O)c2ccc(-c3coc(C)n3)cc2)c1
→ -17%	.	-15%	.	i	.	.	.	-16%
Cc1cc(C)n(-c2ccc(C(=O)Nc3nc4ccccc4s3)cc2)n1
→ 50%[activator]	?	1%	0%	i	-16%	-21	-25%	-42%
CCOC(=O)N1CCOCCOCCN(C(=O)OCC)CCOCC1
→ ?	0%	28%	-4%	i	9%	26	19%	5%
CCN(CC)CCn1c2c(c(SCC(=O)Nc3nc4ccc(C)cc4s3)nc1=O)CCC2
→ 0%	-4%	4%	-13%	?	6%	6	2%	5%
O=C(CSc1ncn[nH]1)Nc1ccc(S(=O)(=O)Nc2ncccn2)cc1
→ .	1%	7%	11%	i	-2%	-4	-1%	1%
N#C/C(=C\c1ccncc1)c1nc2ccccc2[nH]1
→ 42%[activator]	?	5%	-1%	i	-23%	-64*	-1%	-25%
Cc1cccc(C(=O)NC(NC(=S)Nc2ccc(S(N)(=O)=O)cc2)C(Cl)(Cl)Cl)c1 (configuration not stated)
→ -27%	1%	7%	-4%	?	4%	-8	12%	5%
COc1cc(C(=O)N2CCN(c3ccc([N+](=O)[O-])cc3)CC2)ccc1OCc1c(C)noc1C
→ -28%	-2%	-21%	-5%	i	-2%	-8	-8%	-2%
C=CCNC(=O)NC(=O)COC(=O)/C(C#N)=C/c1cc(C)n(CC(C)C)c1C
→ 23%	16%	14%	-1%	i	5%	29	10%	0%
COc1ccc(C(C#N)c2ccc(Cl)nn2)cc1 (configuration not stated)
→ 4%[11.3 µM]	-12%	12%	-9%	i	16%	-5	10%	5%
CN(C(=O)CO/N=C/c1ccc(OC(F)F)cc1)C1CCS(=O)(=O)C1 (configuration not stated)
→ 7%	-29%	3%	-18%	i	0%	5	4%	9%
Cc1cccc(C)c1OCc1nnc(SCC(=O)Nc2ccc(N3CCOCC3)cc2)o1
→ -5%	1%	-1%	0%	i	7%	10	10%	-5%
O=C1c2oc3ccccc3c(=O)c2C(c2cccnc2)N1Cc1ccco1 (configuration not stated)
→ -2%	17%	15%	-9%	i	-9%	-10	-3%	-13%
CCC(C)(C)NC(=O)CN(C(=O)CCC(=O)Nc1nccs1)c1cccc(C)c1C
→ 3%	0%	1%	?	i	-22%	23	0%	5%
CC(=O)Oc1ccc(N(C(C)=O)S(=O)(=O)c2ccc(C)c([N+](=O)[O-])c2)cc1
→ -22%	10%	-11%	1%	i	-2%	-7	-5%	-10%
CCN(C1CCCCC1)S(=O)(=O)c1ccc(OC)c(C)c1
→ -16%	5%	-17%	-2%	i	1%	19	-5%	3%
CCOc1ccccc1NC(=O)C1(S(=O)(=O)c2ccc(Cl)cc2)CC1
→ -11%	?	-12%	18%	i	-21%	0	-16%	1%

# From PubChem
